TRHR agonist: activates the human TRH receptor | TRHR cells, calcium flux fluo-8, FDSS agonist mode | activation, % at 2 µM | actives 0.18% (n = 360,000) | AID 493084; in the data active means activation above about 30%; further: 0% is about no effect
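Agonist-mode FDSS calcium read (Ex 480/Em 530, 1 s cycles) in 1536-well TRHR cells with fluo-8 dye, after 10-cycle baseline and 23 nL compound addition; TRH at EC20 (10 nM final) added afterwards for the enhancer phase.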
USP1 inh: USP1/UAF1 (human) deubiquitinase inhibition. AID 743255. Potency, µM (series often up to 57.1 µM), without a hit: at the top dose activity change, negative = inhibition, actives largely listed as inhibitors. recombinant USP1/UAF1, Ub-Rhodamine cleavage fluorescence. actives 0.23% (n = 390,000). O94782; further: potency means the concentration at half of the fitted maximal effect; on the % scale 0 is the no-effect control and ±100 the full control effect; nearly all actives have a fitted effect of over 60% in size; inactives centre near -12
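High-throughput fluorogenic screen: 1nM USP1/UAF1 complex, Ub-Rho substrate 150nM final, 50mM HEPES pH 7.8 with 0.5mM EDTA, 0.1 mg/ml BSA, 1mM TCEP and 0.01% Tween-20.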
PI4K2A inh: blocks human PI4K2A kinase activity | purified PI4K2A, ADP-Glo luminescence, 1 h; hits give low values | activity change, negative = inhibition, % at 76.9 µM | actives 0.13% (n = 420,000); in the data active means activity change below about -50%; inconclusive means mostly about -30% to -49%;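 further: -100% = wells without enzyme as full effect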
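Compounds are screened against recombinant PI4K2A using PI as substrate and ATP, the latter dispensed at 300 microM. Reactions run one hour at ambient temperature before ADP-Glo detection; full inhibition defined by wells lacking enzyme.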
mIDH1 inhibitor: human IDH1 R132H inhibition. O75874. actives 0.093% (n = 390,000). Potency, µM (series often up to 76.6 µM), for inactives: at the top dose activity change, negative = inhibition, hits mostly inhibitors. AID 602179. IDH1-R132H enzyme, NADPH consumption, diaphorase/resazurin fluorescence; further: potency means the concentration at half of the fitted maximal effect; on the % scale 0 is the no-effect control and ±100 the full control effect; nearly all actives have a fitted effect of over 65% in size
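IDH1-R132H (0.5 ug/mL) preincubated 30 min with compound, then NADPH (0.016 mM) and alpha-KG (2 mM) added; 80 min at RT, pH 7.5. Remaining NADPH coupled via diaphorase/resazurin to fluorescence (540/590 nm); concentration-response curves normalized to no-enzyme control.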
D2 ag: agonists of human D2 dopamine receptor | P14416 | HEK293 T-REx D2 cells, calcium flux agonist mode | activation, % at 2 µM | actives 0.53% (n = 340,000);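 active means activation over 3 SD above normal in the single-dose calcium agonist read, cut at about 30% in these data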; further: 0% is about no effect
Target sequence (P14416 whole entry, looked up): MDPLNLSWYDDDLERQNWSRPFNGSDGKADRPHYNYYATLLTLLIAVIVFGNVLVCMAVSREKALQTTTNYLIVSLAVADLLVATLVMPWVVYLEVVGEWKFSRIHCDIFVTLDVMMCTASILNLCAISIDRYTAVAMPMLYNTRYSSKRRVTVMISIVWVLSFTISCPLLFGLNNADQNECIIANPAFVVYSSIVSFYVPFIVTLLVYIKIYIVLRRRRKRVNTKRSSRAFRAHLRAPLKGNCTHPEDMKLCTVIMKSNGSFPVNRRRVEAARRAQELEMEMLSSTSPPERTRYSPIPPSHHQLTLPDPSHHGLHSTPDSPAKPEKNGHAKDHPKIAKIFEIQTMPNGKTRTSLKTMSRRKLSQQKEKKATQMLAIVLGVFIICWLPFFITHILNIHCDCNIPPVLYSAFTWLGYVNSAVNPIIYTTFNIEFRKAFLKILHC
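Agonism is scored from calcium flux in a force-coupled, inducible HEK293 cell line expressing D2, read kinetically for 180 s after compound addition against dopamine controls.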
D2 antag: antagonizes the human D2 dopamine receptor; actives 2% (n = 340,000); AID 485344; P14416; HEK293 TREx D2 cells, calcium flux, dopamine EC80; inhibition, % at 10 µM; in the data active means inhibition above about 30%; further: 0% is about no effect
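Inhibition of EC80 dopamine-driven calcium flux, recorded kinetically, defines activity here; cells are a tetracycline-induced HEK293 T-REx line expressing force-coupled D2.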
TrxR1 inh: inhibitors of rat thioredoxin reductase 1; AID 588453; Potency, µM (doses to about 114 µM), for the others: at the highest dose activity change, negative = inhibition, usual class: inhibitors; actives 1% (n = 390,000); recombinant rTrxR1, NADPH fluorescence consumption, selenite substrate; O89049; further: potency means the concentration at half of the fitted maximal effect; on the % scale 0 is the no-effect control and ±100 the full control effect; nearly all actives have a fitted effect of over 65% in size
Target sequence (O89049 whole entry, looked up): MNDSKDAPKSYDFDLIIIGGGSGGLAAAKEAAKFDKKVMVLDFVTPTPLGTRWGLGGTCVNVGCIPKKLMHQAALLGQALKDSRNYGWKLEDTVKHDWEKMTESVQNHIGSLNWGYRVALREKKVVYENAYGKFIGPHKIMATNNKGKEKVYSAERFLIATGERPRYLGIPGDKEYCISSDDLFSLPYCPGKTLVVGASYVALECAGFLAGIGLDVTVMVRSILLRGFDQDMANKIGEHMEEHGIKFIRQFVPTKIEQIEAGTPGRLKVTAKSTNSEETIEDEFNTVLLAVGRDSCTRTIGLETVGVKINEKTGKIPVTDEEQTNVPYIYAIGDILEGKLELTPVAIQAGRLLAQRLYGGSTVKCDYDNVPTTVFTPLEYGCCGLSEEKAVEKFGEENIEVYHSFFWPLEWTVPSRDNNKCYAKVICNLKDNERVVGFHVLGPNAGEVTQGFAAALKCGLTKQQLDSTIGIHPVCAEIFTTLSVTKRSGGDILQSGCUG
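Rat TrxR1 (90 nM in the dispensed reagent) was pre-reduced with 400 uM NADPH for 5 min at room temperature, then incubated with compound for 15 min. After 400 uM selenite was added, NADPH fluorescence (Ex 340/Em 450 nm) was followed for 8 min.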
TrxR1 substrate: is turned over as a substrate by rat TrxR1. O89049. purified TrxR1 substrate turnover, NADPH consumption readout. Potency, µM (top dose mostly 114 µM), for inactives: at the top dose activity change, negative = substrate turnover. actives 0.01% (n = 390,000); further: potency means the concentration at half of the fitted maximal effect; on the % scale 0 is the no-effect control and ±100 the full control effect; nearly all actives have a fitted effect of over 50% in size
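Rat TrxR1, dispensed at 90 nM, was prereduced with 400 uM NADPH (final) for 5 min at ~22 deg C, then incubated with compound 15 min before 400 uM selenite. A first-read NADPH fluorescence drop versus no-compound background flagged substrates.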
TRHR PAM: allosteric enhancers of human TRH receptor | P34981 | TRHR cells, fluo-8 calcium fluorescence, EC20 TRH enhancement | enhancement, % at 2 µM | actives 0.66% (n = 360,000); in the data active means enhancement above about 30%; further: 0% is about no effect
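TRHR-expressing cells loaded with fluo-8 calcium dye were read kinetically (ex 480/em 530) during compound addition, then stimulated with an EC20 of TRH (10 nM final). Enhancement of the Gq-mediated intracellular calcium response was scored.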
The depositor's hits bear a star; ? = inconclusive; / = no result given; & = joins results of further samples; ! = not confirmed by another sample; [ ] = dose if it differs, or a comment. Unless noted, the call rests on the fitted dose curve; in most records, active means well fitted inhibition curve with a large enough effect; inconclusive means small, poorly fitted or top-dose-only effect; inactive means no such curve, though single readings can be large or run the other way. Outcome played no part in choosing rows. Share with any hit: about 3.9%.

SMILES	TRHR agonist	USP1 inh	PI4K2A inh	mIDH1 inhibitor	D2 ag	D2 antag	TrxR1 inh	TrxR1 substrate	TRHR PAM
O=c1sc(N2CCN(c3ccc(F)cc3)CC2)nc2ccsc12	0.1	-19%	-2	3%	/	/	4%[57.1 µM]	4%[57.1 µM]	7
S=c1[nH]nc(COc2ccc(Cl)cc2)n1C1CCCCC1	3.8	-21%	3	3%	0.9	-19	11%	7%	0
Cc1ccn2c(Nc3ccc4c(c3)OCO4)c(-c3ccc(Cl)cc3)nc2c1	-0.8	-15%	1	-30%	-0.7	/	21%	9%	2
CCN(CC(=O)Nc1c(F)cccc1F)C(=O)c1cc(S(=O)(=O)N(C)C)ccc1N1CCCC1	0.1	-9%	-4	9%	1.7	-11	1%	-3%	-4
CC(=O)Nc1ccc(S(=O)(=O)N2CCN(Cc3cccnc3)CC2)cc1	0.5	9%	14	1%	0.1	1	13%	-2%[57.1 µM]	-1
COc1ccc(OC)c(S(=O)(=O)n2cccn2)c1	0.3	-6%	-9	8%	0.3	-10	53%[activator][57.1 µM]	7%[57.1 µM]	8
CNc1nc2ccccc2n1/N=C/c1cccc(OC)c1OC	1.8	-19%	-5	5%	-0.9	-9	4%	-1%	-5
CC(=O)c1ccc(NC(=S)N2CCN(CCO)CC2)cc1	0.4	-18%	3	5%	-0.2	-4	-13%	7%[57.1 µM]	2
N#CCC(=O)NC1CCC(CC2CCC(NC(=O)CC#N)CC2)CC1 (centres undefined)	0.7	3%	-2	9%	0.0	-4	-11%	-12%	0
O=C(Cc1ccc(Cl)cc1)N1CCC2(CC1)NCCc1[nH]cnc12	0.1	-6%	-4	0%	-1.3	13	15%	-5%	2
O=C(O)CNC(=O)c1ccccc1Br	-0.1	1%	99	7%	3.6	40*	30%[57.1 µM]	-17%[57.1 µM]	-2
Cc1cc(=O)n2[nH]c(SCc3ccccc3Cl)nc2n1	-0.3	-25%	1	13%	-0.2	-2	22%	7%	-8
CCN(CC)c1ccc(C2C(C(=O)OCCOC(C)C)=C(C)NC3=C2C(=O)CCC3)cc1 (centres undefined)	-0.2	-9%	-15	3%	-0.2	-2	-17%	-6%[2.29 µM]	-6
O=C(CSc1nnc(C2CC2)n1Cc1ccccc1)N1CCN(S(=O)(=O)c2ccccc2)CC1	-0.5	-11%	1	0%	1.2	-5	1%	-1%	-3
Cc1ccc(S(=O)(=O)N2CCN(C(=O)COC(=O)CSc3ccc(C)c(C)c3)CC2)c(C)c1	0.9	-24%	-1	-1%	1.1	0	6%[57.1 µM]	1%[57.1 µM]	0
O=C(COC(=O)C1CC(=O)N(Cc2ccco2)C1)Nc1ccccc1[N+](=O)[O-] (centres undefined)	-0.6	-5%	1	0%	-0.1	8	16%	0%	-2
O=C1OC(C(=O)Nc2cc(C(F)(F)F)ccc2Cl)Cc2ccccc21 (centres undefined)	0.9	-22%	3	0%	0.1	/	-1%	-2%	-10
Cc1nnc(NC(=O)c2nc(S(=O)(=O)Cc3ccccc3)ncc2Cl)s1	0.5&0.9	-14%&1%	-16&-19	2%&15%	0.4&-0.1	-8	13µM*	-1%&-10%	-4&-1
CCOc1ccccc1C(=O)OCC(=O)NCCNC(=O)COC(=O)c1ccccc1OCC	0.2	-16%	-2	3%	/	/	-4%	3%	11
O=C(CCC(=O)c1cccs1)Nc1nnc(C2CC2)s1	-0.1	-7%	2	4%	1.2	-2	3%	5%[57.1 µM]	2
CC(C)CC(NS(=O)(=O)c1ccccc1S(=O)(=O)NC(CC(C)C)C(=O)O)C(=O)O (centres undefined)	0.1	?	-2	13%	-0.6	16	-1%[57.1 µM]	2%[57.1 µM]	-4
COc1ccc(C2C(C(C)=O)=C(C)N=c3s/c(=C/c4ccc5c(c4)OCO5)c(=O)n32)cc1 (centres undefined)	38*	/	/	/	9.7	7	/	/	-8
O=C(N1CCN(c2ccccn2)CC1)C(Cl)(Cl)Cl	-0.3	-20%	-2	-1%	-0.3	11	5%	0%	5
COc1ccccc1CNC(=O)COC(=O)c1n[nH]c2ccccc12	-1.1	-16%	5	32%[activator]	-0.5	-4	22%	12%	5
COc1cc2[nH]c(=O)n(CCC(=O)N3CCC(N4CCCCC4)CC3)c(=O)c2cc1OC	0.0	-17%	-2	5%	0.7	24	-13%	14%	-3

The list goes on, starting with the last 4 of the part before.
SMILES	TRHR agonist	USP1 inh	PI4K2A inh	mIDH1 inhibitor	D2 ag	D2 antag	TrxR1 inh	TrxR1 substrate	TRHR PAM
COc1ccc(C2C(C(C)=O)=C(C)N=c3s/c(=C/c4ccc5c(c4)OCO5)c(=O)n32)cc1 (centres undefined)	38*	/	/	/	9.7	7	/	/	-8
O=C(N1CCN(c2ccccn2)CC1)C(Cl)(Cl)Cl	-0.3	-20%	-2	-1%	-0.3	11	5%	0%	5
COc1ccccc1CNC(=O)COC(=O)c1n[nH]c2ccccc12	-1.1	-16%	5	32%[activator]	-0.5	-4	22%	12%	5
COc1cc2[nH]c(=O)n(CCC(=O)N3CCC(N4CCCCC4)CC3)c(=O)c2cc1OC	0.0	-17%	-2	5%	0.7	24	-13%	14%	-3
COc1ccc(C)cc1NC(=O)C1CCCN(S(=O)(=O)c2ccc3[nH]c(=O)ccc3c2)C1 (centres undefined)	-1.0&-0.8	-26%&-4%	-2&3	9%&-13%	0.6&-0.6	-23	1%&11%	-8%&-8%	47*!
COc1ccc(-c2oc(NC(=O)CSc3ncn[nH]3)c(C#N)c2-c2ccc(OC)cc2)cc1	0.2	-11%	-9	-18%	1.0	13	-2%	-5%	1
COc1ccc2[nH]c(C(=O)O)c(NS(=O)(=O)c3ccc(C)c(C)c3)c2c1	0.1	-20%	7	-16%	-1.1	-4	27%[57.1 µM]	9%[57.1 µM]	-1
COc1ccc(-n2cnnc2SCC(=O)N2CCN(S(=O)(=O)c3ccccc3)CC2)cc1	-0.8	4%	2	-3%	0.3	-15	-9%[57.1 µM]	-17%	15
CCOC(=O)CNc1ncc([N+](=O)[O-])cc1C#N	0.2	-12%	-2	3%	/	/	9%	-3%	-4
O=[N+]([O-])c1ccc(Oc2ccc(-c3cnc4ccccc4n3)cc2[N+](=O)[O-])cc1	0.7	-11%	5	1%	2.2	-11	3%	2%[11.4 µM]	0
CC(C(=O)Nc1ccccc1C(=O)O)n1c(C(F)(F)F)nc2ccccc21 (centres undefined)	0.1	-17%	-3	2%	0.7	-25	6%[57.1 µM]	3%[57.1 µM]	3
Cc1cccc(-n2nc(C)c3c2NC2=C(C(=O)CCC2)C3c2ccccn2)c1 (centres undefined)	0.2	-18%	0	-4%	-0.6	-19	7%[57.1 µM]	88%	-13
CCOc1ccc(S(=O)(=O)NCC2(N3CCCCC3)CCCCC2)cc1	-0.2	-24%	4	4%	-0.5	2	-3%	-4%	9
COc1ccc2nc(C(F)(F)Cl)c(C#N)c(N)c2c1	1.5	-7%	4	0%	2.0	17	1%	-5%	2
COc1ccc(CN(C(=O)CNC(=O)c2ccco2)C(C(=O)NC2CCCC2)c2ccco2)cc1 (centres undefined)	-1.2	-16%	1	4%	0.7	4	10%[11.4 µM]	-23%[11.4 µM]	2
COc1ccc(NC(=S)N2CCC(NC(=O)c3cccc(C)c3)CC2)cc1	0.0	-18%	-6	3%	0.2	18	9%[0.0914 µM]	-6%[57.1 µM]	17
CCCOc1ccc(/C(O)=C2/C(=O)C(=O)N(CCCn3ccnc3)C2c2ccco2)cc1 (centres undefined)	0.2	-21%	-2	4%	0.0	6	?	-16%	9
CC1(C)CC(NC(=O)COc2ccc(Cl)cc2Cl)CC(C)(C)N1	-0.2	-16%	1	0%	1.7	-12	29%[57.1 µM]	12%[57.1 µM]	7
Cc1oc(-c2ccccc2F)nc1CS(=O)(=O)CC(=O)NCCCN1CC(C)CC(C)C1 (centres undefined)	-2.7	-10%	-3	-4%	-0.6	48*	25%	6%	-3
O=c1cc(CSc2nnc(COc3ccccc3)n2-c2ccccc2)c2ccccc2[nH]1	-0.5	-18%	2	7%	-0.7	3	-8%[11.4 µM]	-10%[11.4 µM]	-4
CC(C)OC(=O)c1c(N)sc2c1CCCC2	/	-15%	-2	11%	/	/	?	-12%	/
CCn1cc(C(=O)NCc2ccccc2OC)c(=O)c2cc(S(=O)(=O)N3CCCCCC3)ccc21	-0.1	-13%	3	-1%	0.1	/	18%	-1%	-10
CCN1C(=O)c2ccccc2Sc2ccc(NC(=O)Nc3ccc(Br)c(C)c3)cc21	0.6	-26%	0	0%	1.6	/	20%[57.1 µM]	0%[57.1 µM]	0
Cc1ccc(Cl)cc1N1CCN(C(=O)c2ccc3nc(N4CCC(C)CC4)sc3c2)CC1	0.5	-1%	-4	-1%	0.8	/	-2%	-7%	17
Cc1ccc(CN(C(=O)c2ccc(C(C)(C)C)cc2)c2ccccn2)o1	-0.1	-11%	-1	-5%	/	/	-5%	-4%	5
O=C(CC1C(=O)NCCN1Cc1ccc(-c2ccccc2)cc1)NCc1ccncc1 (centres undefined)	1.6	-18%	-1	-2%	-1.3	-3	-14%	7%	3
CC(SCc1cc(=O)n2c([nH]c3ccccc32)c1C#N)C(=O)O (centres undefined)	1.7	-9%	-1	2%	0.8	2	3%[57.1 µM]	24%	2
NS(=O)(=O)c1ccc(CCNS(=O)(=O)c2cccs2)cc1	0.2	-7%	4	1%	-0.1	-2	1%	7%	-6
Cc1cc(C)c(Cn2c3ccccc3c3cnn(CC(=O)NCCC4=CCCCC4)c(=O)c32)c(C)c1	0.3	-3%	1	-3%	0.8	/	13%	10%	0
C=CCn1c(SCC(=O)c2ccc(O)c(O)c2)nnc1-c1ccccc1OC	0.2	-32%	1	-13%	-0.8	3	-6%	3%	0
COc1ccc(N/C(=N/c2nc(C)cc(C)n2)NC(=O)Nc2ccc(Cl)c(Cl)c2)c(OC)c1	0.0	-10%	0	0%	0.7	2	7%	-3%	2
Cn1nnnc1SCCCNCc1cc(Cl)ccc1OCc1ccccc1F	-0.2	-18%	-1	-10%	-1.0	/	26%	0%	-8
